TRHR agonist = activates the human TRH receptor; activation, % at 2 µM; P34981; AID 493084; actives 0.18% (n = 360,000); TRHR cells, calcium flux fluo-8, FDSS agonist mode; in the data active means activation above about 30%; further: 0% is about no effect
Target sequence (P34981 whole entry, looked up): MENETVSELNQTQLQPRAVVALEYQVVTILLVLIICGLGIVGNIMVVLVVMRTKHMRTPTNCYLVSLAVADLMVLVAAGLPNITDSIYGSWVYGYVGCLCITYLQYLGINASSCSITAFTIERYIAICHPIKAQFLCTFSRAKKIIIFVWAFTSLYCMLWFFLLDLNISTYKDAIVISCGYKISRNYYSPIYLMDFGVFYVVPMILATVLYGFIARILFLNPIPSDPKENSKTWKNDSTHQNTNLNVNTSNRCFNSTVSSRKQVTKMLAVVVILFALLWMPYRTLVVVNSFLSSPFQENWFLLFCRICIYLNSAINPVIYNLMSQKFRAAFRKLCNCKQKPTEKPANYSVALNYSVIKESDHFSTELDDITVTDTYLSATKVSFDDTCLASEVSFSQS
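Steps: seed TRHR cells overnight; add fluo-8 no-wash Ca dye, RT 30 min–1.5 h; record 10 s baseline; pin-transfer compounds; monitor fluorescence 1 cycle/s for the agonist window. Calcium increases flag candidate agonists.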
TrxR1 substrate = substrates of rat thioredoxin reductase 1; O89049; purified TrxR1 substrate turnover, NADPH consumption readout; Potency, µM (titrated, usually from 114 µM), for the others: at the highest dose activity change, negative = substrate turnover; actives 0.01% (n = 390,000); further: potency means the concentration at half of the fitted maximal effect; on the % scale 0 is the no-effect control and ±100 the full control effect; nearly all actives have a fitted effect of over 50% in size
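Rat TrxR1, dispensed at 90 nM, was prereduced with 400 uM NADPH (final) for 5 min at ~22 deg C, then incubated with compound 15 min before 400 uM selenite. A first-read NADPH fluorescence drop versus no-compound background flagged substrates.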
PI4K2A inh = blocks human PI4K2A kinase activity | activity change, negative = inhibition, % at 76.9 µM | purified PI4K2A, ADP-Glo luminescence, 1 h; hits give low values | actives 0.13% (n = 420,000) | Q9BTU6; in the data active means activity change below about -50%; inconclusive means mostly about -30% to -49%;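 further: -100% = wells without enzyme as full effect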
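Compounds are screened against recombinant PI4K2A using PI as substrate and ATP, the latter dispensed at 300 microM. Reactions run one hour at ambient temperature before ADP-Glo detection; full inhibition defined by wells lacking enzyme.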
TRHR enhancer = allosteric enhancers of human TRH receptor; enhancement, % at 2 µM; TRHR cells, fluo-8 calcium fluorescence, EC20 TRH enhancement; actives 0.66% (n = 360,000); P34981; AID 493056; in the data active means enhancement above about 30%; further: 0% is about no effect
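TRHR-expressing cells loaded with fluo-8 calcium dye were read kinetically (ex 480/em 530) during compound addition, then stimulated with an EC20 of TRH (10 nM final). Enhancement of the Gq-mediated intracellular calcium response was scored.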
IDH1 R132H inh = blocks human mutant IDH1 R132H enzyme; actives 0.093% (n = 390,000); IDH1-R132H enzyme, NADPH consumption, diaphorase/resazurin fluorescence; AID 602179; Potency, µM (titrated, usually from 76.6 µM), inactives show at the top dose activity change, negative = inhibition, most hits filed as inhibitors; O75874; further: potency means the concentration at half of the fitted maximal effect; on the % scale 0 is the no-effect control and ±100 the full control effect; nearly all actives have a fitted effect of over 65% in size
Target sequence (O75874 whole entry R132H, stated change not applied): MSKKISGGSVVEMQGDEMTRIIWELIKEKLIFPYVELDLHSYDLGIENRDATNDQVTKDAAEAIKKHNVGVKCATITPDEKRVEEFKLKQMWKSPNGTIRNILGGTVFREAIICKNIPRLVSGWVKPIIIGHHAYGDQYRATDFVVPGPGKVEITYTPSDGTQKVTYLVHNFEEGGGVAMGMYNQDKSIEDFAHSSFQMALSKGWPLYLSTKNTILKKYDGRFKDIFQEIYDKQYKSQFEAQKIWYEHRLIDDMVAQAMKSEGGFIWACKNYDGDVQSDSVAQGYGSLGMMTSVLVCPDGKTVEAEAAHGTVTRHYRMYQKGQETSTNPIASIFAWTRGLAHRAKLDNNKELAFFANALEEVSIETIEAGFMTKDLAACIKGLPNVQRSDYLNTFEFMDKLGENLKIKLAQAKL
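IDH1-R132H (0.5 ug/mL) preincubated 30 min with compound, then NADPH (0.016 mM) and alpha-KG (2 mM) added; 80 min at RT, pH 7.5. Remaining NADPH coupled via diaphorase/resazurin to fluorescence (540/590 nm); concentration-response curves normalized to no-enzyme control.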
D2 antagonist = antagonists of human D2 dopamine receptor; P14416; HEK293 TREx D2 cells, calcium flux, dopamine EC80; inhibition, % at 10 µM; actives 2% (n = 340,000); AID 485344; in the data active means inhibition above about 30%; further: 0% is about no effect
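Overnight-induced (tetracycline, 30 C) HEK293 T-REx cells carrying force-coupled D2 receive a no-wash calcium dye, then compound, then EC80 dopamine at 180 s; signals are read kinetically throughout.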
rTrxR1 inhibitor = blocks rat thioredoxin reductase 1; O89049; recombinant rTrxR1, NADPH fluorescence consumption, selenite substrate; Potency, µM (top dose mostly 114 µM), for the others: top-dose activity change, negative = inhibition, usual class: inhibitors; actives 1% (n = 390,000); AID 588453; further: potency means the concentration at half of the fitted maximal effect; on the % scale 0 is the no-effect control and ±100 the full control effect; nearly all actives have a fitted effect of over 65% in size
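Rat TrxR1 (90 nM in the dispensed reagent) was pre-reduced with 400 uM NADPH for 5 min at room temperature, then incubated with compound for 15 min. After 400 uM selenite was added, NADPH fluorescence (Ex 340/Em 450 nm) was followed for 8 min.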
D2 agonist = agonists of human D2 dopamine receptor. actives 0.53% (n = 340,000). activation, % at 2 µM. HEK293 T-REx D2 cells, calcium flux agonist mode;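 active means activation over 3 SD above normal in the single-dose calcium agonist read, cut at about 30% in these data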; further: 0% is about no effect
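Calcium-flux readout, 1 cycle/sec over 180 s following compound pin transfer, in inducible HEK293 Trex D2 cells (force-coupled); dopamine controls included. Positive calcium responses during this window marked compounds as potential agonists.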
USP1-UAF1 inh = blocks the human USP1/UAF1 deubiquitinase complex; actives 0.23% (n = 390,000); recombinant USP1/UAF1, Ub-Rhodamine cleavage fluorescence; Potency, µM (titrated, usually from 57.1 µM), inactives show at the highest dose activity change, negative = inhibition, actives largely listed as inhibitors; O94782; further: potency means the concentration at half of the fitted maximal effect; on the % scale 0 is the no-effect control and ±100 the full control effect; nearly all actives have a fitted effect of over 60% in size; inactives centre near -12
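Step one: compound is pinned into 1nM USP1/UAF1 in HEPES pH 7.8 buffer with TCEP. Step two: 15 min room-temperature incubation. Step three: Ub-Rho (150nM final) starts cleavage, tracked by fluorescence over six one-minute reads.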
The depositor's hits bear a star; ? = inconclusive; · = no result given; [ ] = dose if it differs, or a comment. Unless noted, the call rests on the fitted dose curve; in most records, active means well fitted inhibition curve with a large enough effect; inconclusive means small, poorly fitted or top-dose-only effect; inactive means no such curve, though single readings can be large or run the other way.

Each structure is followed by: TRHR agonist, TrxR1 substrate, PI4K2A inh, TRHR enhancer, IDH1 R132H inh, D2 antagonist, rTrxR1 inhibitor, D2 agonist, USP1-UAF1 inh
> O=C(CSc1oc(-c2ccccc2)nc1S(=O)(=O)c1ccc(Br)cc1)NC1CCCCC1
 : 0.1, 6.0%[2.29 µM], -4.1, 2.1, 5.9%, ·, -0.5%, 0.7, -2.9%
> CCOc1cccc(-c2c(C(=O)N/N=C(\C)c3cccnc3)nnn2-c2nonc2N)c1
 : 0.0, -4.9%, -0.7, 3.3, 6.1%, 20.9, -8.5%, 0.4, -13.0%
> COC(=O)c1nc(NC(=O)c2ccc(F)cc2)n[nH]1
 : 0.5, -17.2%[57.1 µM], 3.4, 1.5, 0.1%, -16.9, -64.4%, 0.7, -12.7%
> COc1cc2c(cc1CNC[C@H]1O[C@@H](n3cnc(C(N)=O)n3)[C@H](O)[C@@H]1O)OCO2
 : ·, -4.5%, 5.5, ·, 1.0%, ·, -9.1%, ·, -24.2%
> Cc1nn(-c2ccccc2)c(C)c1C(=O)OC/C(O)=C(\C#N)c1nc2ccccc2[nH]1
 : -0.7, 4.5%, -7.8, 4.5, 1.6%, -20.4, 11.7%, 0.1, -22.8%
> CCOP(=O)(c1ccc(N(C)C)cc1)C(O)c1ccc(C)cc1 (configuration not stated)
 : -0.3, -1.9%, -1.3, 1.2, 3.5%, 2.4, 8.1%, 0.1, -20.3%
> Cc1ccnc(NC(=O)c2cccc(S(=O)(=O)N3CCOCC3)c2)c1
 : 0.0, -13.6%, -7.2, 0.3, -3.1%, 4.9, -6.3%, 0.8, -13.0%
> CCc1ccc(-c2cc(N)n(-c3ccccc3)n2)cc1
 : -1.0, 5.9%, -2.8, -0.7, 5.4%, -0.4, 19.9%, -0.8, -28.9%
> CCCCC(=O)OCC(=O)C1(O)Cc2c(O)c3c(c(O)c2C(OC2CC(NC(=O)C(F)(F)F)C(O)C(C)O2)C1)C(=O)c1c(OC)cccc1C3=O (configuration not stated)
 : ·, -15.7%, -5.1, ·, -2.6%, ·, -11.9%, ·, -4.3%
> CCOC(=O)C1CCCN(Cc2ccc(O)c(OC)c2)C1 (configuration not stated)
 : 0.5, -6.0%, 11.7, -4.1, 0.9%, 5.6, ?, 1.0, -10.4%
> COc1ccc(CNC(=O)COC(=O)c2cccc(S(=O)(=O)N3CCOCC3)c2)cc1
 : 1.0, -7.3%, -1.2, 7.7, 3.0%, -17.7, -5.1%, 0.0, -12.9%
> COc1ccc(-c2c(-c3ccc(OCC(=O)NN)cc3O)n[nH]c2C)cc1OC
 : 1.4, 13.8%, -3.4, -0.6, -5.0%, -14.3, 19.2%, -2.2, -24.7%
> Cc1noc(/C=C/c2nn(C)cc2Cl)c1[N+](=O)[O-]
 : 0.1, -2.1%, 15.1, -4.1, 2.1%, -11.2, ?, 1.2, -17.1%
> CCOC(=O)c1c(NC(=O)/C=C/c2ccco2)sc(C)c1C
 : 0.3, 15.4%[57.1 µM], 1.7, 1.8, 10.2%, -13.6, ?, 5.1, -8.3%
> O=C(Nc1cccn(Cc2cccc(F)c2)c1=O)NC1CCCCC1
 : -1.1, 10.8%, -3.4, 0.8, -0.9%, -21.4, -5.2%, -0.7, -20.7%
> COc1cccc(NC(=O)/C=C/c2ccco2)c1
 : -0.5, -6.7%, -3.2, 3.4, 15.3%, -2.9, -68.8%, 1.2, -4.2%
> C/C(=N/NC(=O)c1ccc2c(c1)OCO2)c1ccc(NC(=O)c2ccc(F)cc2)cc1
 : 1.7, -3.0%, -0.1, -0.2, -9.5%, 7.9, -7.3%, 0.5, -21.4%
> O=C(COC(=O)C12CC3CC(CC(Br)(C3)C1)C2)NNC(=O)c1ccccc1
 : 0.0, 6.5%, 0.5, -8.7, -0.7%, 18.9, 21.6%, 0.0, -12.8%
> COc1ccc(N2CC(NS(=O)(=O)c3ccc(F)cc3)CC2=O)cc1 (configuration not stated)
 : -0.5, 4.4%[57.1 µM], 0.0, 7.0, -9.1%, 3.4, 9.9%[57.1 µM], -0.6, -6.1%
> O=C(NCCC(=O)N1CCN(c2ccccc2O)CC1)c1ccc(Cl)cc1
 : 0.4, 6.8%, 2.9, -1.6, 4.0%, -2.9, 12.2%, 2.8, -28.8%
> Cc1c(C(=O)NCc2ccccc2)sc2nc3n(c(=O)c12)CCCCC3
 : 14.4, 187.5%[activator], 0.3, 9.9, -10.2%, ·, ?, 4.4, -11.5%
> O=C(O)CN1C(=O)/C(=C/c2ccccc2Cl)Oc2ccccc21
 : 0.0, 38.9%[activator], -1.0, -4.9, -6.6%, 5.3, 1.8%, -1.2, -12.6%
> O=C(Nc1c2c(nn1-c1cccc(Cl)c1)CS(=O)C2)c1ccc2c(c1)OCO2 (configuration not stated)
 : 0.8, -1.4%, 3.8, -11.6, 6.3%, -13.2, -8.2%, 0.0, -8.8%
> Cc1cc(-c2ccccc2)n2ncc(-c3ccccc3)c2n1
 : 0.1, 6.5%[0.0914 µM], -0.5, -6.7, 2.4%, -0.2, 9.4%, 2.3, -25.8%
> COC(=O)C1=C(C)NC(=O)/C1=C\c1cc(C)n(-c2cc(C)cc(C)c2)c1C
 : -2.0, 8.6%[57.1 µM], -9.7, 9.8, 6.6%, 3.5, -29.7%[57.1 µM], -0.8, -17.1%
> C=CCn1c(=S)[nH]c2sccc2c1=O
 : 0.0, 3.0%[57.1 µM], -13.3, 11.0, -6.7%, -7.2, -32.0%[57.1 µM], 2.1, -2.4%
> COc1ccc(C(=O)NCCc2nnc(SCC(=O)Nc3ccccc3F)n2C)cc1
 : -0.2, -11.7%[57.1 µM], 2.7, -3.3, 9.9%, 3.4, 27.0%[57.1 µM], -0.1, -26.5%
> CS(=O)(=O)c1cnc2c(S(=O)(=O)c3ccccc3)cnn2c1N
 : -0.1, -2.6%[57.1 µM], 0.2, 3.5, 4.5%, -4.4, 2.1%[57.1 µM], 2.0, -2.6%
> Cc1ccc(NC(=O)C(C)N2C(=O)c3ccccc3C2=O)cc1C (configuration not stated)
 : -0.3, -3.2%, 2.1, 10.8, -6.5%, -4.3, 22.6%, 0.3, -9.4%
> Brc1cc2c(cc1Cn1c(-c3cncs3)nc3ccccc31)OCO2
 : -0.2, 8.6%[57.1 µM], 2.1, 2.4, -0.8%, -5.1, 3.2%[57.1 µM], 0.3, -4.7%

Rewritten field by field: 2 of the compounds above
mol: COc1ccc(C(=O)NCCc2nnc(SCC(=O)Nc3ccccc3F)n2C)cc1
  TRHR agonist: -0.2 | TrxR1 substrate: -11.7%[57.1 µM] | PI4K2A inh: 2.7 | TRHR enhancer: -3.3 | IDH1 R132H inh: 9.9% | D2 antagonist: 3.4 | rTrxR1 inhibitor: 27.0%[57.1 µM] | D2 agonist: -0.1 | USP1-UAF1 inh: -26.5%
mol: O=C(Nc1c2c(nn1-c1cccc(Cl)c1)CS(=O)C2)c1ccc2c(c1)OCO2 (configuration not stated)
  TRHR agonist: 0.8 | TrxR1 substrate: -1.4% | PI4K2A inh: 3.8 | TRHR enhancer: -11.6 | IDH1 R132H inh: 6.3% | D2 antagonist: -13.2 | rTrxR1 inhibitor: -8.2% | D2 agonist: 0.0 | USP1-UAF1 inh: -8.8%

New compounds follow.
Each structure is followed by: TRHR agonist, TrxR1 substrate, PI4K2A inh, TRHR enhancer, IDH1 R132H inh, D2 antagonist, rTrxR1 inhibitor, D2 agonist, USP1-UAF1 inh
> O=C(CSc1nc2[nH]c(=O)cc(O)c2s1)Nc1ccc(Br)cc1
 : -0.1, 0.4%, -1.5, -6.8, 9.0%, 22.4, -2.6%, 0.8, -17.3%
> O=C(NCCN1CCN(C(=O)c2ccc([N+](=O)[O-])cc2)CC1)C(=O)Nc1ccc(F)cc1
 : -0.5, -7.6%, -2.1, -5.1, -0.1%, -7.0, -12.4%, 0.2, -18.9%
> Cc1cc(C)c2c(CC(=O)Nc3ccc(S(=O)(=O)N4CCCC(C)C4)cc3)coc2c1 (configuration not stated)
 : 1.4, -0.7%, 0.6, 3.7, 11.7%, ·, 28.7%, 1.9, -5.4%
> O=C(NNC1=NCCC1)C1CC1
 : 0.4, 12.5%, -2.6, 16.9, -0.1%, 5.6, 21.4%[57.1 µM], 0.1, -16.1%
> CCOC(=O)N1CCC(NC(=O)Cn2nc(-c3ccccc3)ccc2=O)CC1
 : -0.1, 7.2%, 3.0, 1.7, -2.9%, -21.9, 4.0%, -0.4, -3.2%
> Cc1ccc(NC(=O)C(=O)NCCc2c[nH]c3ccccc23)c(C)c1
 : 3.9, -1.3%, 6.2, 10.5, 9.2%, 0.7, 8.2%, 0.1, -12.6%
> CN(C)S(=O)(=O)c1ccc(NC(=O)COC(=O)C2COc3ccccc3O2)cc1 (configuration not stated)
 : -0.4, 1.1%[57.1 µM], 0.6, -4.1, -7.2%, ·, -0.1%[57.1 µM], ·, ?
> Cc1cc(Br)ccc1NC(=O)CSc1c2c(nc3ccccc13)CCC2
 : -0.3, -1.9%, -8.9, -9.3, -10.8%, ·, 5.8%, 0.9, -5.3%
> O=C(CCOc1ccccc1F)N1CCN(c2ccccc2O)CC1
 : 0.0, 5.2%[57.1 µM], -9.2, -3.6, 14.2%, -21.7, 8.3%[57.1 µM], 0.6, -18.6%
> Cc1nc2c(c(=O)c3ccccc3n2C)c(=O)n1-c1ccc(F)cc1
 : -0.9, 2.3%, 1.7, 0.6, 2.8%, 5.5, 17.2%, -0.2, -22.2%
> COc1ccc(C(CNC(=O)C2COc3ccccc3O2)N2CCCC2)cc1 (configuration not stated)
 : -1.5, 1.3%, -3.2, -0.4, -2.8%, 4.9, 11.3%, -0.3, -21.2%
> Brc1ccc(-c2csc(N3CCC(c4ccccc4)C3)n2)cc1 (configuration not stated)
 : 0.0, -7.9%, 1.4, 6.7, -6.3%, -6.0, 3.8%, -1.0, -5.2%

Screens (PubChem BioAssay)
